A549 tox: kills or reduces viability of A549 cells in Nrf2 counter-screen; A549 ARE-Fluc cells, CellTiter-Fluor viability, 18-24 h; Potency, µM (doses to about 46 µM), without a hit: at the highest dose activity change, negative = cytotoxicity, actives largely listed as inhibitors; hit rate 0.16% among 390,000; AID 504648; note: potency is the fitted concentration of half-maximal effect; % is set by controls: 0 for no effect and ±100 for the full control effect
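A549 ARE-Fluc cells in 5% FBS OPTI-MEM, 5000 cells/well, rested 2 h then exposed to compounds in concentration-response for 18-24 h at 37 °C. Viability by CellTiter-Fluor fluorescence (Ex 405/Em 525) after 30 min; luciferase luminescence (BugLite, 15 min, RT) read afterwards.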
Nrf2 inh: blocks Nrf2 signaling; A549 ARE-Fluc reporter, luciferase luminescence, 18-24 h; Potency, µM (top dose mostly 46 µM), for the others: at the top dose activity change, negative = inhibition, most hits filed as inhibitors; hit rate 2.1% among 360,000; AID 504444; note: potency is the fitted concentration of half-maximal effect; % is set by controls: 0 for no effect and ±100 for the full control effect; nearly all actives have a fitted effect of over 60% in size
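Two sequential reads on A549 ARE_Fluc cells exposed to compound for 18-24 h: a CellTiter-Fluor fluorescence read for viability, then a luciferase luminescence read for Nrf2/ARE activity.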
Nrf2 activator: activates Nrf2 signaling; AREc32 ARE-luciferase reporter (MCF7-derived line), luminescence, 24 h; Potency, µM (top dose mostly 46.1 µM), inactives show at the top dose activation, actives largely listed as activators; hit rate 0.31% among 410,000; note: potency is the fitted concentration of half-maximal effect; % of control where 0% means no effect; nearly all actives have a fitted effect of over 65% in size
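Steps: seed AREc32_Fluc cells (1000/well, 5% FBS OPTI-MEM); incubate overnight at 37 deg C; add 23 nL compound; incubate 24 hr; add Steady-Glo; hold 30 min RT; read luminescence.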
TGFb inhibitor: blocks TGF-b signaling. HepG2 CAGA-GFP TGF-b/SMAD3 reporter, GFP fluorescence, 18 h; TGF-beta stimulated, 500 pg/mL final. Potency, µM (titrated, usually from 46.1 µM), for inactives: at the top dose activity, negative = inhibition, usual class: inhibitors. hit rate 1.2% among 410,000; note: potency is the fitted concentration of half-maximal effect; % is set by controls: 0 for no effect and ±100 for the full control effect; nearly all actives have a fitted effect of over 65% in size
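Smad-responsive CAGA-GFP expression was quantified in HEPG2 cells exposed to compounds and 500 pg/mL final TGF-beta for 18 h at 37 degrees C; unstimulated wells defined full inhibition.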
CCT chaperon mod: cytosolic chaperonin activity modulation. activity change, % (concentration not given with the values), hits read low. purified chaperonin ATPase assay, HTRF ADP detection, 30 min. hit rate 0.3% among 360,000; in the data active = activity change below about -30%; note: % is set by controls: 0 for no effect and ±100 for the full control effect
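ATPase activity: ADP formed was measured by HTRF Transcreener (665/615 nm ratio) after 30 min at 37 deg C with 10 uM ATP. Compounds screened at one 76 uM concentration against 40 or 20 nM TRiC in Tris pH 7.4/KCl/MgCl2/DTT buffer.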
pAkt inh: Akt phosphorylation inhibition; Neuro2A IGF-stimulated pAkt S473 HTRF, 20 min; stronger effect = lower value; activity change, % for hits at 50 µM; hit rate 0.32% among 360,000; in the data active = activity change below about -80%; inconclusive = mostly about -51% to -80%; note: % is set by controls: 0 for no effect and ±100 for the full control effect
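Neuro2A cells in DMEM with 0.5% FBS, overnight at 37 deg C, given compound at single 50 µM final, then IGF (6 nM final) for 20 min at 37 deg C. Lysed; phospho-Akt Ser473 by HTRF after 24 h, 665/615 ratio.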
HepG2 tox: HepG2 cytotoxicity, counter-screen for TGF-b inhibitors; HepG2 CAGA-GFP viability, ATP luminescence, 18 h; Potency, µM (highest dose often 46.1 µM), without a hit: at the top dose activity change, negative = cytotoxicity, hits mostly cytotoxic; hit rate 0.76% among 410,000; AID 588856; note: potency is the fitted concentration of half-maximal effect; some results filed as inactive show a strong effect at the top dose
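CellTiter-Glo luminescence gave cytotoxicity after 18 hours at 37 degrees C. The cells were HepG2 CAGA-GFP in 1% FBS DMEM, stimulated with 500 pg/mL TGF-beta after compound addition. %Activity was normalised to no-cell wells (complete cell-killing) and DMSO (no toxicity), and curves were fitted and classified.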
Mm-Cpn inhibitor: inhibitors of Methanococcus maripaludis chaperonin (MmCpn); hit rate 0.031% among 330,000; Potency, µM (titrated, usually from 76.9 µM), for the others: at the top dose activity, negative = inhibition, most hits filed as inhibitors; purified Mm-Cpn ATPase, ADP Transcreener TR-FRET; AID 504842; note: potency is the fitted concentration of half-maximal effect; % is set by controls: 0 for no effect and ±100 for the full control effect; nearly all actives have a fitted effect of over 80% in size
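ATPase read-out: TR-FRET ADP immunoassay (anti-ADP Eu cryptate vs ADP-d2), ex 320 nm, em 590/665 nm; signal drops as ADP forms. Enzyme 25 nM, ATP 10 uM, 30 min at 37°C after 10 min compound preincubation.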
Abeta yeast res: A-beta toxicity reversal in yeast. yeast expressing A-beta42, growth rescue, OD600, 48 h; response scale: 0% DMSO, 100% iron-clioquinol control. Potency, µM (titrated, usually from 46.1 µM), for inactives: top-dose growth rescue, usual class: activators. hit rate 0.063% among 410,000. AID 1347071; note: potency is the fitted concentration of half-maximal effect; nearly all actives have a fitted effect of over 55% in size
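Growth rescue measured by 600 nm absorbance after 48 h yeast culture at 30 C with compound. Values normalized between DMSO and an equimolar ferric chloride plus clioquinol control.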
Active calls of the source: *; i = inactive; u = inconclusive; x = not tested or not shown; [ ] = another dose, or the depositor's remark. Unless noted, calls come from the whole dose curve; as a rule, active = well fitted curve in the direction sought with a large enough effect; inconclusive = small, poorly fitted or top-dose-only effect, or another doubt; inactive = no such curve, though single readings can be large; an effect the other way counts as inactive or inconclusive. Rows were taken by chance (roughly 4.3% active in at least one column).

# | Compound | A549 tox | Nrf2 inh | Nrf2 activator | TGFb inhibitor | CCT chaperon mod
1 | COc1ccccc1/C=C/C=N/NC(=O)Cc1cccs1 | -4% | u | 4.6% | -1% | -1.4
2 | NS(=O)(=O)c1ccc2nc(NC(=O)c3ccc4ncsc4c3)sc2c1 | -8% | -2% | -0.6% | -8% | -1.4
3 | COc1cccc(C(=O)OCC(=O)Nc2sc3c(c2C(N)=O)CCC3)c1O | -2% | 16% | -0.2% | 1% | -2.1
4 | Cc1c(Cl)cccc1-c1ccc(/C=C(\C#N)c2nc3ccccc3[nH]2)o1 | u | u | 5.1% | 6.3µM* | x
5 | COc1ccccc1CN(C)CC(=O)Nc1cccc2ccccc12 | -2% | -20% | 3.4% | -2% | -1.6
6 | COc1ccccc1CNC(=O)CN(C)S(=O)(=O)c1ccc2c(c1)c(=O)n(C)c(=O)n2C | 14% | -20% | -0.5% | -8% | 2.3
7 | CCn1cc(CN2CCC(n3nccc3NC(=O)CCCc3ccccc3)CC2)c(C)n1 | -2% | 0% | 2.4% | 1% | -0.8
8 | CCn1c(=O)c2sccc2n(CC(=O)NC2CCCCC2)c1=O | 2% | 8% | 2.2% | 23% | 0.7

# | pAkt inh | HepG2 tox | Mm-Cpn inhibitor | Abeta yeast res
1 | i | 0% | 2% | 1%
2 | i | 6% | -17% | u
3 | i | -6% | -2% | 20%
4 | x | 7.9µM* | x | -76%[inhibitor]
5 | i | -20% | 0% | -7%
6 | i | -2% | -6% | 4%
7 | i | -5% | 1% | -1%
8 | i | 12% | -2% | -4%

Screen by screen, quoted from above:
Compounds 1 to 8 in HepG2 tox, in turn: 0%, 6%, -6%, 7.9µM*, -20%, -2%, -5%, 12%
Compounds 1 to 8 in pAkt inh, in turn: i, i, i, x, i, i, i, i

Molecules above containing an aryl methoxy group, in the order listed:
# | Compound | A549 tox | Nrf2 inh | Nrf2 activator | TGFb inhibitor | CCT chaperon mod
1 | COc1ccccc1/C=C/C=N/NC(=O)Cc1cccs1 | -4% | u | 4.6% | -1% | -1.4
3 | COc1cccc(C(=O)OCC(=O)Nc2sc3c(c2C(N)=O)CCC3)c1O | -2% | 16% | -0.2% | 1% | -2.1
5 | COc1ccccc1CN(C)CC(=O)Nc1cccc2ccccc12 | -2% | -20% | 3.4% | -2% | -1.6
6 | COc1ccccc1CNC(=O)CN(C)S(=O)(=O)c1ccc2c(c1)c(=O)n(C)c(=O)n2C | 14% | -20% | -0.5% | -8% | 2.3

# | pAkt inh | HepG2 tox | Mm-Cpn inhibitor | Abeta yeast res
1 | i | 0% | 2% | 1%
3 | i | -6% | -2% | 20%
5 | i | -20% | 0% | -7%
6 | i | -2% | -6% | 4%

The results go on.
# | Compound | A549 tox | Nrf2 inh | Nrf2 activator | TGFb inhibitor | CCT chaperon mod
9 | COc1ccc(-c2cc(C(=O)Oc3ccc(C#N)cc3)no2)cc1 | -1% | 8% | 2.2% | 31%[activator] | x
10 | CCOC(=O)N1CCN(S(=O)(=O)c2ccc3[nH]c(=O)oc3c2)CC1 | 3% | -12% | -0.4% | -7% | -4.9
11 | COc1ccc(OC)c(NC(=O)c2cnc(Nc3ccc(C)c(Cl)c3)c3ccccc23)c1 | 1% | 9%[9.27 µM] | 0.7% | -19% | x
12 | CCOc1ccc(C2C3=C(CC(C)(C)CC3=O)N(CC(=O)O)C3=C2C(=O)CC(C)(C)C3)cc1OCC | u | 2% | -0.2% | -3% | -0.6
13 | Cc1ccc(O/C=C2/Nn3c(nnc3-c3cc(-c4ccccc4)n[nH]3)S2)cc1 | 1% | 2% | x | 7% | x
14 | CC12CCC=CC1C(c1ccc(/C=C/c3ccccc3)cc1F)N(Cc1ccccc1)C2=O (stereo not drawn) | -4% | u | x | -5% | x
15 | Cc1ccc(Nc2nc(N)nc(CSc3ncccn3)n2)cc1 | -3% | u | 3.3% | -1% | -0.6
16 | COc1cccc(NC(=O)C2COc3ccccc3O2)c1 (stereo not drawn) | 14% | u | 4.4% | 8% | -3.1

# | pAkt inh | HepG2 tox | Mm-Cpn inhibitor | Abeta yeast res
9 | x | 7% | x | -16%
10 | i | -4% | 1% | 1%
11 | x | 1% | x | -6%
12 | i | 7% | 0% | -1%
13 | x | 2% | x | x
14 | x | -33% | x | x
15 | i | 0% | u | 12%
16 | i | -5% | -12% | -3%

3 compounds out of the list above, ordered by the number in Mm-Cpn inhibitor, smallest number first.
# | smiles | Mm-Cpn inhibitor
2 | NS(=O)(=O)c1ccc2nc(NC(=O)c3ccc4ncsc4c3)sc2c1 | -17%
10 | CCOC(=O)N1CCN(S(=O)(=O)c2ccc3[nH]c(=O)oc3c2)CC1 | 1%
1 | COc1ccccc1/C=C/C=N/NC(=O)Cc1cccs1 | 2%

Additional results.
# | Compound | A549 tox | Nrf2 inh | Nrf2 activator | TGFb inhibitor | CCT chaperon mod
17 | CCCC1=C(C(=O)OCC)C(c2c(C)nn(-c3ccccc3)c2Cl)C(C#N)=C(N)O1 (stereo not drawn) | -8% | 0% | 7.4% | 0% | 1.2
18 | C/C(=N\OCC(=O)O)c1ccc(Cl)cc1 | 0% | 2% | -1.2% | -28% | 0.1
19 | CCCN(CCC)C(=O)C1CC(=O)OC12CCOC(C)(C)C2 (stereo not drawn) | -5% | 14% | 1.2% | -2% | -0.6
20 | Cc1[nH]c2ccc(C(=O)OCC(=O)Nc3cccc(S(N)(=O)=O)c3)cc2c1C | -1% | u | 7.2% | 5% | -3.6
21 | O=C(Oc1ccc(-c2cnc3ccccc3n2)cc1)c1ccco1 | -8% | u | 1.5% | 2% | 0.4
22 | Cc1cc(C)n(-c2nc3c(c(=O)[nH]c(=O)n3C)n2Cc2ccc(F)cc2)n1 | 11% | x | 2.8% | 0% | 1.1
23 | CNc1nc(-c2c(C)[nH]c3ccc(OC)cc23)cs1 | 0% | 25% | 2.5% | -2% | -1.7
24 | COCCCNC(=S)N1CCN(c2nc(-c3cccc(OC)c3)cs2)CC1 | -15% | u | 5.6% | -20% | -0.8

# | pAkt inh | HepG2 tox | Mm-Cpn inhibitor | Abeta yeast res
17 | i | 2% | x | 6%
18 | i | -19% | 0% | 9%
19 | i | 6% | 0% | 0%
20 | i | 1% | 1% | -23%
21 | i | -10% | -3% | 0%
22 | i | -3% | -3% | 18%
23 | i | -10% | -1% | -28%
24 | i | -11% | -2% | -2%

The listing continues.
# | Compound | A549 tox | Nrf2 inh | Nrf2 activator | TGFb inhibitor | CCT chaperon mod
25 | COc1cccc(CNC(=O)CN(C)S(=O)(=O)c2cccc3cccnc23)c1 | 10% | 7% | -1.0% | 2% | 0.3
26 | CCCCn1c(N)c(N(CC(C)C)C(=O)c2ccc(OCC3CCCO3)cc2)c(=O)[nH]c1=O (stereo not drawn) | 4% | 7% | -0.7% | 10% | 0.5
27 | COc1cc(/C=C2/SC(=S)N(CC3CCCO3)C2=O)ccc1O (stereo not drawn) | -12% | 3% | 19% | 98%[activator] | 0.6
28 | O=C(O)CCc1ccc(-c2ccccc2)n1NC(=O)c1ccco1 | 2% | x | 0.2% | 13% | 2.8
29 | CCc1ccc2nc(NC(=O)CN3C(=O)NC4(CCCC4)C3=O)sc2c1 | 2% | u | 5.8% | -10% | -3.3
30 | COc1cc([N+](=O)[O-])cc2sc(NC(=O)C(C)(C)C)nc12 | 0% | 5% | -0.2% | 8% | 0.7
31 | CCCCn1c(N)c(N(CC(C)C)C(=O)CN(C)S(=O)(=O)c2ccc(C)cc2)c(=O)[nH]c1=O | -6% | 0% | -0.4% | -2% | -1.0
32 | O=C(CSc1nc2cc3ccccc3cc2[nH]1)Nc1cccc(C(F)(F)F)c1 | 1% | 5% | 0.1% | u | x

# | pAkt inh | HepG2 tox | Mm-Cpn inhibitor | Abeta yeast res
25 | i | 2% | 0% | 4%
26 | i | -12% | 2% | -7%
27 | i | -27% | -4% | -27%
28 | i | 6% | 0% | -1%[9.22 µM]
29 | i | -14% | 1% | -20%
30 | i | 1% | 0% | 5%
31 | i | 0% | 0% | 12%
32 | x | -91% | x | -6%

Going on with the list:
# | Compound | A549 tox | Nrf2 inh | Nrf2 activator | TGFb inhibitor | CCT chaperon mod
33 | CCOc1cccc(NC(=O)Cc2cccs2)c1 | -3% | 3% | 0.2% | u | -20
34 | O=C(COC(=O)/C=C/c1cccc(C(F)(F)F)c1)Nc1ccc(Cl)cn1 | 0% | -9% | u | -5% | -1.0
35 | Cc1cc2c3c(c1C)C1(C(=O)N3C(C)(C)CC2C)C(C#N)=C(N)Oc2cc(O)ccc21 (stereo not drawn) | u | u | -0.3% | u | -5.0
36 | Cc1ccc(CNC(=O)c2ccc3c(c2)N(Cc2ccccc2Cl)C(=O)CS3)cc1 | -4% | 0%[9.27 µM] | 0.1% | 8% | x
37 | Cc1ccc(-c2csc(N(Cc3ccccc3)C(=O)COc3ccccc3)n2)cc1 | 0% | 2% | 0.4% | -3% | -10.0
38 | CC1CCCN(S(=O)(=O)c2cnc[nH]2)C1 (stereo not drawn) | 7% | 5% | -0.3% | -11% | 0.9
39 | O=C(CCCNS(=O)(=O)c1ccc(Br)cc1)N1CC[C@@]2(O)CCCC[C@H]2C1 | 3% | x | -0.2% | 15% | -2.1
40 | CCS(=O)(=O)c1nc(NC(C)=O)n[nH]1 | 3% | u | -0.5% | 3% | -3.8

# | pAkt inh | HepG2 tox | Mm-Cpn inhibitor | Abeta yeast res
33 | i | 11% | 1% | 15%
34 | i | -13% | -3% | -17%
35 | i | -39% | 0% | 6%
36 | x | 5% | x | -9%
37 | i | -10% | 0% | -29%
38 | x | -7% | 0% | -14%
39 | i | 9% | 3% | 8%
40 | i | -6% | 0% | -6%

Assay outcomes (PubChem)
